PP5 primary: inhibitors of human protein phosphatase 5 (PP5). P53041. purified PP5c, OMFP substrate fluorescence. inhibition, % at 6.7 µM. hit rate 0.18% among 320,000. AID 1987;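 active = inhibition above the campaign's mean inhibition across all tested compounds plus 3 SD, cut at about 9.5% in these data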;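 note: 0% = DMSO only and 100% = 100 µM cantharidin control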
PP1 inh: counter-screen for PP5 inhibitors: inhibitors of human PP1-alpha | inhibition, % at 6.7 µM | P62136 | purified PP1alpha, OMFP fluorescence | hit rate 0.9% among 320,000;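 active = inhibition above the mean inhibition of all tested compounds plus 3 SD, computed separately for each screening campaign, cut at about 15% in these data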
ZTA counter: counter-screen for EBNA-1 inhibitors: inhibitors of Epstein-Barr virus ZTA | P03206 | ZTA-DNA binding, fluorescence polarization | inhibition, % at 11 µM | hit rate 0.15% among 320,000 | AID 2234; in the data active = inhibition above about 33%
PREPL inh: inhibitors of human prolyl oligopeptidase-like enzyme PREPL | recombinant PREPL, fluorescence polarization activity-based probe | inhibition, % at 5.96 µM | hit rate 0.68% among 320,000; in the data active = inhibition above about 43%;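 note: 0% = enzyme with DMSO and 100% = wells lacking enzyme; many of its hits are not listed in these tables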
Target sequence (Q4J6C6 whole entry, looked up): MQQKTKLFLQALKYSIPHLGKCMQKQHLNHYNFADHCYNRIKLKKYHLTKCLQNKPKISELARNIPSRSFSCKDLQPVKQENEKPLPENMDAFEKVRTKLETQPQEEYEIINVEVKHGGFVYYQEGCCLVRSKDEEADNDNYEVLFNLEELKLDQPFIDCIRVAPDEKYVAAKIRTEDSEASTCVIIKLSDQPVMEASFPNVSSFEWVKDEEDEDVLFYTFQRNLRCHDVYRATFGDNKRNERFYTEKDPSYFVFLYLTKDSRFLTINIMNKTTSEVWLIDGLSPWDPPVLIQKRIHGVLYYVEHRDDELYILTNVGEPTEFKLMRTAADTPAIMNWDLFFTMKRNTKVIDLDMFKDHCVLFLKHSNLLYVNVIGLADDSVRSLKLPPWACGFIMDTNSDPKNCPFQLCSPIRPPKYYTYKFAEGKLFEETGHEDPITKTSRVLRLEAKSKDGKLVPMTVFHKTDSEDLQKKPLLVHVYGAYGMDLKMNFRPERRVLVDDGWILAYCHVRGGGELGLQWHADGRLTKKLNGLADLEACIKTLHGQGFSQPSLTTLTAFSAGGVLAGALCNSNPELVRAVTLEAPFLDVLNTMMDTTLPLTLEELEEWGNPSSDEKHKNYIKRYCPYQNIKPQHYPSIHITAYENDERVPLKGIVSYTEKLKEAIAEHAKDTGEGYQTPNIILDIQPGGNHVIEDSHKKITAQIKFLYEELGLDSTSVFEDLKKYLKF
Fh CTSL1 inh: cathepsin L1 inhibition, PFM18AAP counter-screen | inhibition, % at 5.96 µM | AID 1906 | recombinant F. hepatica cathepsin L1, Z-Leu-Arg-MCA fluorescence | hit rate 0.49% among 300,000;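 active = inhibition above the mean of all tested compounds plus 3 SD, set per screening campaign, cut at about 17% in these data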;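 note: 0% = plate median of test compound wells and 100% = 1 µM Z-Phe-Ala-diazomethylketone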
core dimer inh: blocks dimerization of HCV core protein. TR-FRET GST/Flag-core106 dimerization, 1536-well. inhibition, % at 5 µM. hit rate 0.33% among 300,000. AID 1899;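 active = inhibition above the mean of all tested compounds plus 3 SD, set per screening campaign, cut at about 45% in these data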
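Assay system – GST-tagged and Flag-tagged HCV core protein residues 1-106 · Quantity – core106 proteins, GST 13.5 nM and Flag 17 nM · Benchmarks – unlabelled core106 and no-GST-core106 wells · Read-out basis – percent inhibition of core106 dimerization signal · Detection – time-resolved FRET, ex 340 nm, em 617 and 671 nm · Schedule – 4 h at 22.5 °C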
Efflux pump mplx: inhibitors of Candida antifungal efflux pumps expressed in yeast; S. cerevisiae Candida pump triplex, Nile Red efflux; inhibition, % at 10 µM; hit rate 0.44% among 330,000; AID 485275;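 active = plate passing quality check with inhibition over a set limit, or well fluorescence over plate mean plus 4 SD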;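 note: Nile Red retained in pooled yeast measured as flow cytometry median fluorescence; 0% = buffer negative control and 100% = Enniatin B positive control; higher means more Nile Red kept so more efflux inhibition; some compounds called inactive have numbers as strong as hits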
EBNA-1 inh: blocks EBNA-1 binding to DNA; inhibition, % at 14.8 µM; EBNA-1 DNA binding, fluorescence polarization; hit rate 0.34% among 300,000; in the data active = inhibition above about 28%
TPT1 inh: inhibitors of Candida albicans tRNA 2'-phosphotransferase TPT1 | recombinant caTPT1, FP RNA substrate dephosphorylation | inhibition, % at 5 µM | hit rate 0.81% among 300,000;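 active = inhibition above the mean of all tested compounds plus 3 SD, set per screening campaign, cut at about 24% in these data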;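 note: plate controls were DMSO alone for no effect and ferristatin control at 100 nM for full effect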
* marks the source's active call; other numbers are inactive results; nt = not tested or not shown. Only part of the results is shown; the hit share may differ from the screen's.

SMILES	PP5 primary	PP1 inh	ZTA counter	PREPL inh	Fh CTSL1 inh	core dimer inh	Efflux pump mplx	EBNA-1 inh	TPT1 inh
Cc1nn(-c2ccccc2)cc1/C=N/NC(=O)c1cccs1	1.5	-2	9	-3	-3	1	-0.1	3	1
CSc1nc(N(C)C)nc(N(C)C#N)n1	-0.5	-3	0	1	-3	2	0.0	-13	2
CC(C)CCNC(=O)C1CC(c2cccc([N+](=O)[O-])c2)=NO1 (stereo not drawn)	-1.1	-1	16	-3	3	0	nt	-11	-1
CC1CN(C(=O)COC(=O)c2ccc(Cl)nc2)CC(C)O1 (stereo not drawn)	-0.2	-3	-16	-10	-6	3	0.0	-4	-4
Cc1ccc(CN2CCC(C(=O)NCCC(C)C)CC2)o1	0.8	-3	1	16	1	3	0.0	-20	2
COc1ccc(CN(CC(=O)NC2CCCC2)C(=O)CCC(=O)Nc2nc(C)cs2)cc1	1.0	-3	5	-9	-4	6	0.0	10	0
Cc1cnc(NC(=O)CSc2nnc3ncccn23)s1	3.5	22*	10	-1	-1	2	-0.3	11	-6
COc1ccc2c(c1)C(=O)Nc1cc(Cl)ccc1N2	-0.6	-3	-2	10	-3	-9	0.1	3	0
CN1CCN(Cc2nc(-c3cccs3)no2)CC1c1ccccc1 (stereo not drawn)	0.0	-3	-27	1	2	-12	0.1	1	-4
COc1c2ccoc2c(OC(C)=O)c2oc(C)cc(=O)c12	1.4	0	-12	-7	0	-1	-0.1	-4	-2
C=CCNC(=O)c1n[nH]c2c1CC(C(C)(C)CC)CC2 (stereo not drawn)	4.2	2	-7	-8	0	-5	0.1	-3	-4
Cn1c(Cn2c(=O)sc3ccccc32)nnc1SCC(=O)N1CCCC1	-1.4	-1	1	-3	1	2	0.0	-5	1
CC1=CC(=O)C(C(C)C)=C/C1=N/OC(=O)c1cccc([N+](=O)[O-])c1	1.0	-3	10	16	2	-10	0.0	6	0
CN(C)S(=O)(=O)c1cccc(C(=O)Nc2ccccc2Cl)c1	1.6	-4	3	1	-3	0	0.0	0	0
O=C(COC(=O)c1ccc(Cl)nc1)Nc1ccc(S(=O)(=O)N2CCCC2)cc1	2.2	-2	2	0	-9	15	-0.1	-3	1
Cc1cc2ccccc2c(=O)n1CC(=O)NCCC1=CCCCC1	-0.8	-3	14	7	3	0	-0.1	-11	0
O=C(Nc1nnc(Cc2ccccc2)s1)C1CCC1	0.5	0	-10	10	4	-23	-0.1	-5	-2
CCN(CC)c1nc(-c2ccccc2)nc2c1sc(=S)n2CC	2.9	-4	7	14	-1	1	0.1	-8	3
O=[N+]([O-])c1cccc(S(=O)(=O)c2ccc(NCCO)c([N+](=O)[O-])c2)c1	0.9	0	-1	2	-4	4	-0.1	7	-9
O=c1oc(-c2ccccc2NS(=O)(=O)c2ccc3ccccc3c2)nc2ccccc12	2.1	1	1	3	0	18	-0.2	6	0
CCCC(=O)Nc1nn(CC)c2nc3ccc(C)cc3cc12	-0.2	-6	5	-3	-1	-7	-0.1	-3	-5
CC(C)N(C(=O)CSc1nnc(CNc2ccc(F)cc2)o1)C(C)C	1.4	-1	-10	15	1	-6	0.1	0	-2
CC(C)CC(=O)c1c[nH]c(C(=O)NCCCn2ccnc2)c1	2.4	4	5	5	1	-2	0.0	-2	0
COc1ccccc1-c1ccc(NC2CCCCC2)nn1	-0.6	-2	1	0	3	1	-0.2	4	-2
COc1cc(S(C)=O)ccc1-c1nc2ncccc2[nH]1 (stereo not drawn)	-3.7	1	-15	8	8	-1	0.1	-2	0
O=[N+]([O-])c1cc(Cl)ccc1N1CCCC1	-0.5	1	-3	15	-1	-8	-0.2	3	-3
CCOc1ccc(-c2cc(C(=O)NN)[nH]n2)cc1	1.2	-3	-5	-15	0	6	0.0	-10	-2
COc1cc(OC)cc(C(=O)NNC(=O)c2ccccc2Br)c1	-3.1	4	7	7	0	-4	0.6	4	2
CCCCN(C(=S)SC)C1CCS(=O)(=O)C1 (stereo not drawn)	1.1	-4	0	8	16	-6	-0.1	-2	-1
CNC(=O)[C@@H]1C[C@H]1[C@@H](NC(=O)CNC(=O)OCc1ccccc1)c1ccccc1	0.9	2	10	-1	2	6	-0.1	-2	-1
CCOC(=O)c1ccc(NC(=O)CN2C(=O)C3C4C=CC(C4)C3C2=O)cc1 (stereo not drawn)	1.0	1	-18	9	-3	-4	-0.1	-5	-3
Cc1cccc(C(=O)Nc2ccc(O)c3c(=O)cc(-c4ccccc4Cl)oc23)c1	1.6	7	7	1	2	-7	nt	6	-2
CCOC(=O)Cc1csc(NC(=O)Cc2ccc(Cl)cc2)n1	1.4	3	-16	3	8	3	0.2	-9	-1
CCCC(=O)NC(c1ccccc1)c1ccc2cccnc2c1O (stereo not drawn)	-1.6	3	16	0	-1	8	-0.1	-8	-1
COc1ccc(-c2nn(-c3ccccc3)cc2/C=N/NC(=O)c2ccc(Br)o2)cc1	4.2	0	-8	-4	0	35	0.0	-1	0
Cc1cccc2cc(CN(Cc3cccs3)C3(c4nnnn4C4CCCC4)CCCC3)c(=O)[nH]c12	0.4	-1	-16	-3	1	-2	0.0	-10	-2
CCOc1ccc(C2NC(=S)NC3=C2CCc2ccccc23)cc1 (stereo not drawn)	-0.6	-7	26	5	0	10	0.2	2	0
COc1ccc(S(=O)(=O)Nc2c(C)n(C)n(-c3ccccc3)c2=O)cc1Br	-1.0	-3	5	-3	-1	4	0.0	-10	-4
CCOc1ccccc1C(=O)NN1C(=O)C2CCCCC2C1=O (stereo not drawn)	-1.8	-3	10	3	2	7	-0.1	-3	0
COc1ccc(CNC(=O)CN2C(=O)COc3ccc(S(=O)(=O)N4CCOCC4)cc32)cc1	-0.7	0	2	3	-3	12	0.0	-1	4
N#CN(Cc1ccccc1)Cc1ccccc1	1.4	0	-9	2	-3	1	0.2	-6	1
CCOC(=O)c1ccc(NC(=O)CN2C(=O)NC3(CCCCCC3)C2=O)cc1	0.5	-2	-1	7	4	-2	0.2	-11	6
CCc1c(C)sc(NC(=S)N2CC(C)OC(C)C2)c1C(=O)OC (stereo not drawn)	-0.6	-1	13	3	4	13	0.0	0	3
CCC(=O)NCCNC(=O)c1c(SC)nsc1SC	0.0	-4	-12	4	-4	-3	-0.1	5	-1
O=C(CSc1nnc(NC(=O)C2CC2)s1)Nc1ccccc1Cl	0.2	0	17	4	1	9	-0.1	11	-3
FC(F)(F)c1cc(Oc2ccc(Cl)cc2)nc(-c2ccccn2)n1	0.8	0	-3	11	0	0	-0.2	-3	-3
O=c1ccc(Cl)n[nH]1	-2.6	-2	9	-1	-2	-1	-0.2	6	-3
O=S(=O)(Nc1cccc(-c2cn3ccsc3n2)c1)c1ccc(F)cc1	3.4	7	-12	-68	-4	6	-0.3	1	-4
Cn1c(CC(=O)NC(C)(C)CO)c(Sc2ccccc2)c2ccccc21	-0.7	-2	-7	-7	1	-5	-0.2	0	0
CC(=O)C1CCCN(C(=O)c2ccc3nc(Cc4cccc(Cl)c4)oc3c2)C1 (stereo not drawn)	1.1	0	-7	41	2	-17	-0.1	5	-3
Cc1cc(OC(=O)c2c(F)cc(F)cc2F)nc(C)n1	-0.7	-2	12	0	5	0	0.0	4	1
CCNC(=S)N1CCN(c2nc(CC)nc3sc4c(c23)CCCC4)CC1	0.5	2	0	-1	0	5	-0.1	-5	0
CC(C)C(OC(=O)c1ccccc1)c1nccc2ccccc12 (stereo not drawn)	1.0	1	-12	-20	2	-3	0.4	1	-3
O=C(c1cc([N+](=O)[O-])ccc1N1CCOCC1)N1CCCC1	-0.8	-1	-13	15	-2	-8	-0.1	11	-4
O=C1CCCN1C(=O)COc1ccccc1[N+](=O)[O-]	-2.1	-5	4	1	1	1	-0.1	12	1
CC(C)CCNc1nc2c(c(=O)n(Cc3cccc(F)c3)c(=O)n2C)n1C	-0.4	-2	-11	11	5	1	0.0	-4	-2
CN(C)C(=O)COc1ncnc2scc(-c3ccc(F)cc3)c12	-0.4	-2	-1	5	1	5	0.1	2	1
CCOC(=O)C1CCN(C(=O)COc2cccc3ccccc23)CC1	0.9	0	-13	6	-1	-10	-0.1	-10	-2
CCOC(=O)c1c(-c2ccc(OC)cc2)csc1NC(=O)CNCc1ccco1	1.4	4	25	11	4	5	0.3	3	1
NS(=O)(=O)c1cccc(NC(=O)c2cc3ccccc3o2)c1	0.6	1	6	-8	0	1	0.1	8	-2

Screening data: PubChem BioAssay, several laboratories
